Assay outcomes as filed in PubChem BioAssay.
hERG rescue: compounds protecting human hERG from proarrhythmic drug block | Q12809 | 0.51% of 310,000 active | AID 1511 | activation (rescue from dofetilide block), less the hit threshold, % at 10 µM | CHO-hERG, FluxOR thallium flux, dofetilide IC70 present;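 active = activation above the mean of controls blocked by dofetilide plus 5 SD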;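 also: thallium influx through hERG after potassium depolarization seen as dye fluorescence rise; in these data hits start at about 4.7%; inactives centre near -7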
KCNQ1 inh: inhibitors of human KCNQ1 potassium channel; P51787; CHO-K1 KCNQ1, FluxOR thallium flux fluorescence; hits give high values; B-score at 10 µM; 1.3% of 310,000 active; AID 2642;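 active = compounds whose thallium flux B-score, printed positive for inhibition, exceeds three library SD while starting fluorescence stays within three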;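 also: channel opened by potassium depolarization with thallium stimulus after 20 min compound exposure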
PolyA inhibitor: blocks polyadenylation in yeast reporter cells; S. cerevisiae SKY197-pL101 polyadenylation reporter, beta-gal luminescence; efflux-impaired pdr1/pdr3 knockout yeast; score 100 = 6 SD above DMSO; calls only at 12 µM; 0.02% of 300,000 active; AID 1875;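 active = lowest replicate activity score at least 50, where 100 means six control SD above control mean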;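 also: yeast exposed to compound for 9 h at 30 °C; higher score means more reporter readthrough which indicates perturbed polyadenylation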
RGS4 pot: RGS4 potentiation or activation | HEK293 M3R/inducible RGS4, carbachol calcium flux Fluo4; hits give low values | B-score at 10 µM | 0.92% of 310,000 active;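 active = B-score of the integrated calcium signal more than 4 SD below the library mean, with starting fluorescence not abnormally high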;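 also: negative B-score means reduced calcium response which marks RGS4 activation or potentiation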
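Assay system: Inducible-RGS4 HEK293 cells carrying M3 receptor | Schedule: Compound preincubation 20 min at room temperature before agonist | Signal: Kinetic calcium fluorescence imaging with Fluo4-AM dye, 2 µM | Read-out basis: B score from integrated fluorescence ratio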
GSK3B inh: human GSK3beta kinase inhibition | GST-GSK3beta kinase, ADP-Glo luminescence, 60 min; hits give low values | 0.038% of 300,000 active | activity score (negative = inhibition), % at 10 µM | AID 2097;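 active = more than half of replicate wells score below -50%, meaning over 50% inhibition versus plate controls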;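 also: 0% = median DMSO wells and -100% = median GW8510 positive control wells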
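Test system: GST-fused GSK3beta enzyme, cell-free | Quantity: 1.6 ng GST-GSK3beta enzyme per well | Reagent: 25 µM ATP with peptide substrate | Schedule: 60 min enzyme reaction, room temperature | Signal: Luminescent ADP-Glo measurement of ADP formed | Read-out basis: Score relative to plate controls | Control set: DMSO and 20 µM GW8510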
KCNQ1 pot: human KCNQ1 channel potentiation or activation | B-score at 10 µM | CHO-K1 KCNQ1, thallium flux FluxOR fluorescence; hits give high values | 0.35% of 310,000 active | P51787;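 active = fluorescence ratio B-score, a plate-corrected score, at least three library SD, with initial intensity B-score within 5 SD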
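System: Stable KCNQ1 CHO-K1 line | Incubation: 90 min dye loading and 20 min compound exposure, both at room temperature | Measure: Ratio B score | Medium: Assay buffer for compound exposure, DMSO matched across wells | Compound dosing: Single-concentration screen | Probe or stimulus: K+/Tl+ depolarizing stimulus | Measured by: Kinetic FluxOR fluorescence, 10 s baseline plus 110 s post-stimulus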
KCNK9 inh: blocks the human KCNK9 two-pore domain potassium channel | Q9NPC2 | HEK293 KCNK9, FluxOR thallium flux fluorescence; hits give low values | B-score at 10 µM | 1.2% of 310,000 active;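 active = ratio B-score over 3 SD below the library mean, with starting fluorescence within 5 SD of its mean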;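 also: negative B-score means less thallium flux so channel inhibition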
Target sequence (Q9NPC2 whole entry, looked up, the tested form may be a part): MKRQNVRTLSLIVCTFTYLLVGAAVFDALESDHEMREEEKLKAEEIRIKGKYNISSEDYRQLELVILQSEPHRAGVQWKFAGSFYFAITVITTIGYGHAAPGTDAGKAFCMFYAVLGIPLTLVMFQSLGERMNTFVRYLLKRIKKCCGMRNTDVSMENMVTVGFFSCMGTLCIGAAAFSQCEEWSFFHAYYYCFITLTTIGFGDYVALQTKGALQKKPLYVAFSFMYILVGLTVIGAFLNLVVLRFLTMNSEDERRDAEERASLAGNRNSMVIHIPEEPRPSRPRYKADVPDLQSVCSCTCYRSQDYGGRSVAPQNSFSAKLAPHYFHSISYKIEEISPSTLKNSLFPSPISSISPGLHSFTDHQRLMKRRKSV
KCNK3 block: human KCNK3 channel inhibition, primary screen | 0.84% of 340,000 active | B-score at 10 µM | O14649 | CHO-KCNK3 thallium flux, FluxOR fluorescence; hits give low values;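 active = B-score under library mean minus 4 SD, starting fluorescence ratio at most library mean plus 5 SD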;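 also: more negative B-score means stronger inhibition of thallium flux through KCNK3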
Target sequence (O14649 whole entry, looked up): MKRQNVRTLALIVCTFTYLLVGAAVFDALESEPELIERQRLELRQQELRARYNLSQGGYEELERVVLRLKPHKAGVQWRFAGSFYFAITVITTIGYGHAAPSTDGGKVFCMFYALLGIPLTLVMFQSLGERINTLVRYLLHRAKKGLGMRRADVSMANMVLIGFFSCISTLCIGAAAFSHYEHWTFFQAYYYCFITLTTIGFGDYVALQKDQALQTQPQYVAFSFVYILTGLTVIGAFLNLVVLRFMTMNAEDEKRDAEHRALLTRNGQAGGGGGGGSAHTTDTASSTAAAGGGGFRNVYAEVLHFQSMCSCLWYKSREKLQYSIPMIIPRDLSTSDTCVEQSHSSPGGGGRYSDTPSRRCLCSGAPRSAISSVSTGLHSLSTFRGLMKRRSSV
GSK3A inh: blocks human GSK-3 alpha kinase; ADP-Glo luminescence, 60 min; AID 2650; 0.1% of 320,000 active; inhibition, % at 10 µM;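 in the data active = inhibition above about 50%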;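 also: GST-tagged GSK-3 alpha with peptide substrate and 25 µM ATP; 0% = DMSO neutral wells and 100% = GW8510 positive control wells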
DYRK1A inh: Dyrk1A (rat) kinase inhibition; Q63470; inhibition, % at 12.5 µM; ADP-Glo luminescence, NFATc1 peptide; 0.43% of 310,000 active; in the data active = inhibition above about 50%;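 also: plate controls were vehicle with enzyme for no effect and no enzyme for full effect; many of its hits are not listed in these tables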
RGS4 inh: inhibitors of human RGS4 | P49798 | HEK293 M3R/RGS4 inducible, Fluo-4 calcium flux; hits give high values; triggered by carbachol at its EC20 | B-score at 10 µM | 0.45% of 310,000 active | AID 463165;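 active = B-score, a plate-corrected calcium signal, over three deviations above library mean, with baseline fluorescence within five deviations of library mean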;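 also: RGS4 expression induced by doxycycline in cells with stable M3 receptor; B-score is computed from the integrated fluorescence ratio over baseline after carbachol; higher B-score means a larger calcium signal and so more RGS4 inhibition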
Target sequence (P49798 whole entry, looked up): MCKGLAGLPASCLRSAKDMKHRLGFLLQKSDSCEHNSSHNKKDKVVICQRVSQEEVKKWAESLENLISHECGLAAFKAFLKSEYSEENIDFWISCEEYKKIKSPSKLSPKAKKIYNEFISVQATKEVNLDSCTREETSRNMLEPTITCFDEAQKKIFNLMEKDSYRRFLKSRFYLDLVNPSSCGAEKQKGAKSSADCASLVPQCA
The depositor's hits bear a star; i = inactive; x = not tested or not shown; & = joins results of further samples. The list is partial; count on the stated rates, not on these rows.

entry	Molecule	hERG rescue	KCNQ1 inh	PolyA inhibitor	RGS4 pot	GSK3B inh	KCNQ1 pot	KCNK9 inh	KCNK3 block	GSK3A inh	DYRK1A inh	RGS4 inh
1	O=C(NC1CCCCC1)C(c1ccc(O)c(O)c1)N(C(=O)Cn1nnc2ccccc21)c1cccc(O)c1 (configuration not stated)	-1.7	i	i	i	-2.4	i	i	i	2.8	3.3	i
2	CS(=O)(=O)n1nc(-c2cccnc2)nc1NCc1ccccc1	-17.5	i	i	i	1.5	i	i	i	4.8	2.9	i
3	COc1ccccc1C1=NOC(CN2C(=O)c3ccccc3S2(=O)=O)C1 (configuration not stated)	-12.3	i	i	i	2.3	i	i	i	-0.7	6.6	i
4	c1ccc2c(C3=NNC(=NC4CC4)SC3)c[nH]c2c1	-6.6	i	i	i	-1.1	i	i	i	5.6	0.1	i
5	CCOc1ccccc1C1CC(c2cccc(NS(C)(=O)=O)c2)=NN1C(=O)c1ccccc1 (configuration not stated)	-10.3	i	i	i	-2.7	i	i	i	-3.1	4.4	i
6	CN(c1ccc(OCC(=O)OCC(=O)Nc2c(F)c(F)c(F)c(F)c2F)cc1)S(=O)(=O)c1ccc(F)cc1	-5.9	i	i	i	-1.9	i	i	i	-2.0	-0.7	i
7	Cc1ccc(OCCN2CCN(C(=O)CCC(=O)Nc3nnc(C(C)C)s3)CC2)cc1	-10.8	i	i	i	-2.2	i	i	i	x	-1.0	i
8	COC(=O)c1c(C)[nH]c(C(=O)C(C)OC(=O)C2=NNC(=O)CC2)c1C (configuration not stated)	1.8	i	i	i	2.8	i	i	i	-0.3	4.2	i
9	COc1ccc(CC(=O)c2ccc(O)cc2O)cc1	-1.7	i	i	i	1.6	i	i	i	-2.8	13.0	i
10	COc1ccccc1N1CCN(C(=O)c2ccc3nc[nH]c3c2)CC1	-10.8	i	i	i	5.2	i	i	i	-1.8	4.1	i
11	C=CCS/C(N)=N\N=C\c1cc(Br)cc([N+](=O)[O-])c1O	-13.9	i	i	i	1.4	i	i	i	-4.5	-1.7	i
12	Cc1ccc(NC2=CC(=O)CC(c3ccc(Cl)cc3)C2)cc1 (configuration not stated)	-7.6	i	i	i	3.8	i	i	i	-1.8	1.8	i
13	CCOc1ccc(N(CC(=O)N/N=C/c2cc(Br)c(C)o2)S(C)(=O)=O)cc1	-3.7	i	i	i	-4.4	i	i	i	2.3	1.7	i
14	O=S(=O)(Nc1ccc(Br)cc1)c1cccc2cccnc12	-7.4	i	i	i	4.3	i	i	i	-3.4	-3.5	i
15	CC(C)CCN1C(Nc2ccccc2)=NC[C@@H]1CC(C)C	-3.8	i	i	i	3.1	i	i	i	1.0	3.9	i
16	CN1CCN(c2ccc(S(=O)(=O)N3CCCCC3)cc2NC(=O)COc2ccc(F)cc2)CC1	-16.0	i	i	i	2.3	i	i	i	0.0	-2.7	i
17	[O-]/C(=C(\C(=S)NCCN1CCOCC1)[n+]1ccccc1)c1ccc(Cl)s1	-4.7	i	i	i	-1.0	i	i	i	0.3	-0.5	i
18	CCN1C(=O)CSc2ccc(C(=O)NCc3ccco3)cc21	-10.0	i	i	i	-9.2	i	i	i	x	12.3	i
19	COc1cc(NC(=O)C/C(C)=N/NC(=O)C(OC)c2ccccc2)c(OC)cc1Cl (configuration not stated)	-5.6	i	i	i	1.7	i	i	i	1.5	-3.3	i
20	CSc1ccc(Cl)c(C(=O)OCC(=O)NCc2ccco2)c1	-7.7	i	i	i	1.9	i	i	i	-1.1	3.5	i
21	COc1cc(OC)c(C2=NOC(C(=O)N3CCCc4ccccc43)C2)cc1Cl (configuration not stated)	-9.0	i	i	i	x	i	i	i	2.9	-0.8	i
22	CCCOc1ccccc1/C=N/Nc1ccnc(=O)[nH]1	-1.1	i	i	i	-3.1	i	i	i	-1.1	3.0	i
23	CC1=C(C(=O)OC2CCCCCC2)C(c2ccc(C)o2)C2=C(CCCC2=O)N1 (configuration not stated)	-4.3	i	i	i	2.8	i	i	i	-1.5	-6.0	i
24	O=C(CN1CCN(c2ccc(F)cc2)CC1)N1CCOCC1	-3.4	i	i	i	4.2	i	i	i	0.0	14.9	i
25	S=c1[nH]nc(C2(c3ccccc3)CCCC2)o1	-7.6	i	i	i	-0.2	i	i	i	-4.1	4.0	i
26	COc1cc(/C=C(\C#N)c2ccccn2)ccc1OCc1ccc(Cl)cc1	-2.3	i	i	i	0.4	i	i	i	-0.7	-0.3	i
27	O=C(CCCN1C(=O)/C(=C/c2cccs2)SC1=S)Nc1ccccc1O	-11.9	i	i	i	-1.4	i	i	i	1.4	-6.2	i
28	CCOCCCNC(=O)Cn1cc2c(n1)CCCC2	-4.6	i	i	i	1.6	i	i	i	1.0	3.1	i
29	CCN(CC)c1nc(N)nc(NS(=O)(=O)c2ccc(Cl)cc2)n1	-22.6	i	i	i	0.2	i	i	i	-1.2	-12.0	i
30	O=C(c1ccccc1NS(=O)(=O)c1ccccc1[N+](=O)[O-])N1CCCC1	-6.5	i	i	i	3.1	i	i	i	6.8	-0.4	i
31	Cc1ccc(Cl)c(Nc2ccccc2C(=O)O)c1Cl	-6.8	i	i	i	4.7	i	i	i	x	3.7&2.1	i
32	CC1(C)C2CCC(C2)C1(C)NC(=O)CNCc1cccs1 (configuration not stated)	0.1	i	i	i	1.5	i	i	i	-0.9	6.0	i
33	O=C(CSCc1c(Cl)cccc1Cl)NCC1CCCO1 (configuration not stated)	-10.3	i	i	i	0.2	i	i	i	0.2	4.6	i
34	CCN1CCN(Cc2ccc(NC(=O)c3cc(NC(=O)c4cnnc5ccccc45)cc(OC)c3)cc2C(F)(F)F)CC1	-8.9	i	i	i	-0.5	i	i	i	-1.5	5.2	i
35	COc1ccc(O)c(C(c2c(C)[nH][nH]c2=O)c2c(C)[nH][nH]c2=O)c1	-6.9	i	i	i	1.4	i	i	i	-4.8	-1.5	i
36	NC(=O)c1ccsc1NC(=O)CSc1ccccc1F	-6.0	i	i	i	5.2	i	i	i	-6.4	14.6	i
37	COc1ccc(S(=O)(=O)NC2CC(=O)N(c3cccc(F)c3)C2)cc1OC (configuration not stated)	-1.2	i	i	i	2.2	i	i	i	x	2.1	i
38	Cc1nc(SCc2ccc(F)cc2)c([N+](=O)[O-])[nH]1	-2.0	i	i	i	3.9	i	i	i	-2.5	-5.0	i
39	Cc1nc(NCC2CCCO2)nc2c1C(=O)CC(C)C2 (configuration not stated)	-2.1	i	i	i	3.9	i	i	i	0.4	-2.7	i
40	CSCCC(NC(=O)c1ccccc1)C(=O)N/N=C(\C)Cc1ccccc1 (configuration not stated)	-6.7	i	x	i	-1.5	i	i	i	x	-5.8	i
41	CCOCCCNC(=S)Nc1ccc(Br)cc1Cl	-9.7	i	i	i	-2.5	i	i	i	-1.6	4.8	i
42	Cn1c2ccc(Br)cc2c2nnc(SCC(=O)O)nc21	-1.6	i	i	i	4.9	i	i	i	0.2	x	i
43	CN(NC(=O)c1ccc(Cl)cc1)c1nc(-c2ccccc2)nnc1C(F)(F)F	-5.9	i	i	i	-0.6	i	i	i	2.4	3.1	i
44	COc1ccccc1-n1cc(CN2CCN(C3CCCC3)C(CCO)C2)cn1 (configuration not stated)	-3.1	i	i	i	-0.3	i	i	i	0.2	1.7	i
45	Cc1ccc(C)c(NC(=O)CCC(=O)NNC(=S)Nc2ccccc2)c1	-7.4	i	i	i	4.3	i	i	i	-1.6	-2.9	i
46	O=C(Nc1ccc(Cl)cc1Cl)C1CCC(=O)N1Cc1ccccc1Cl (configuration not stated)	-7.9	i	i	i	2.8	i	i	i	3.8	7.8	i
47	O=C(NC1CCS(=O)(=O)C1)c1cccc(Cl)c1 (configuration not stated)	-7.2	i	i	i	1.0	i	i	i	3.4	-1.9	i
48	CCC(C)(C)c1ccc(Oc2ccc(NC(=O)COC(=O)C3=COCCO3)cc2)cc1	-11.3	i	i	i	1.8	i	i	i	0.0	-2.2	i
49	CC(=O)N/C(=C\c1cccc([N+](=O)[O-])c1)C(=O)NC1CCCCC1	-8.2	i	i	i	-1.3	i	i	i	0.5	-1.9	i
50	CCOC(=O)c1sc(NC(=O)CSc2nnnn2-c2ccccc2)nc1C	-8.6	i	i	i	-1.1	i	i	i	1.5	1.1	i
51	Clc1ccc(CSc2nnc3ccccn23)c(Cl)c1	-2.6	i	i	i	-5.3	i	i	i	0.3	-6.2	i
52	COc1ccc(C(=O)c2ccc(Cl)c([N+](=O)[O-])c2)cc1	-7.9	i	i	i	1.6	i	i	i	-3.8	-0.2	i
53	O=C(NCc1cccnc1)c1nnc(Cc2ccc(F)cc2)o1	-2.8	i	i	i	5.8	i	i	i	0.4	4.3	i
54	CCOCCCn1c(=NC(C)=O)c(C#N)cc2c(=O)n3cccc(C)c3nc21	-6.3	i	i	i	-26.8	i	i	i	3.6	x	i
55	O=c1c(-c2cc3ccccc3o2)[n+]([O-])c2ccccc2n1OCc1ccccn1	-11.3	i	i	i	9.9	i	i	i	-0.1	-3.6	i
56	O=C(CCN1CCCCC1)N=Nc1c(O)[nH]c2ccccc12	-9.5	i	i	i	1.3	i	i	i	3.0	0.4	i
57	Nn1cc(-c2ccccc2)nc1SCC(=O)N1CCN(S(=O)(=O)c2ccc(Cl)cc2)CC1	-10.1	i	i	i	-4.0	i	i	i	-2.2	1.1	i
58	CC1CCCCN1S(=O)(=O)c1ccc(C(=O)Nc2nnc(-c3cccs3)o2)cc1 (configuration not stated)	-5.4	i	i	i	3.2	i	i	i	-0.2	-1.9	i
59	CCC(=O)Nc1ccc(S(=O)(=O)NCCc2ccccc2)cc1	-14.6	i	i	i	2.9	i	i	i	2.7	0.2	i
60	CCOC(=O)C1=C(Nc2ccccc2)CC(C)(O)C(C(=O)OCC)C1c1ccc(Br)cc1 (configuration not stated)	-2.9	i	i	i	-0.9	i	i	i	-3.6	5.2	i
